# Screens: PubChem, several laboratories
# phage Ecoli inh: growth loss of phage-infected E. coli, primary screen, RecBCD inhibitor project, absorbance, with phage, HTS. inhibition, % at 11.9 µM. actives 0.26% (n = 360,000). AID 651602, 2012; in the data active = inhibition above about 11%
# Rtt109 HAT inh: inhibitors of C. albicans Rtt109/Vps75 HAT, primary screen, biochemical, ThioGlo CoA-SH fluorescence, plate reader; Histone acetyltransferase RTT109 (Candida albicans (strain SC5314 / ATCC MYA-2876)), …; purified Rtt109/Vps75, 4 h; inhibition, % at 34.9 µM; actives 0.16% (n = 330,000);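 active = inhibition of at least 50% in every replicate; inconclusive = best replicate reaches 50% inhibition but some replicates fall short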
# E coli growth: E. coli V3065 growth inhibition, primary screen, counter-screen for AddAB inhibitor project, absorbance, OD600 | 18 h | inhibition, % at 11.9 µM | AID 449728, 2010 | actives 0.27% (n = 330,000);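 active = inhibition above the campaign's mean inhibition across all tested compounds plus 3 SD, cut at about 9.9% in these data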;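 note: uninfected addAB+ strain grown without phage in ampicillin broth; 0% = DMSO wells and 100% = ciprofloxacin 0.95 µg/ml wells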
# DAGLB inhibitor: DAGLB lipase inhibitors, primary screen, biochemical, fluorescence, HTS. actives 0.059% (n = 340,000). inhibition, % at 5.17 µM. AID 504411, 2011. HEK293T DAGLB membrane lysate, EnzChek fluorogenic substrate; in the data active = inhibition above about 34%;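 note: 0% = enzyme with vehicle and 100% = wells lacking enzyme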
# Target sequence (Q8NCG7 whole entry, looked up): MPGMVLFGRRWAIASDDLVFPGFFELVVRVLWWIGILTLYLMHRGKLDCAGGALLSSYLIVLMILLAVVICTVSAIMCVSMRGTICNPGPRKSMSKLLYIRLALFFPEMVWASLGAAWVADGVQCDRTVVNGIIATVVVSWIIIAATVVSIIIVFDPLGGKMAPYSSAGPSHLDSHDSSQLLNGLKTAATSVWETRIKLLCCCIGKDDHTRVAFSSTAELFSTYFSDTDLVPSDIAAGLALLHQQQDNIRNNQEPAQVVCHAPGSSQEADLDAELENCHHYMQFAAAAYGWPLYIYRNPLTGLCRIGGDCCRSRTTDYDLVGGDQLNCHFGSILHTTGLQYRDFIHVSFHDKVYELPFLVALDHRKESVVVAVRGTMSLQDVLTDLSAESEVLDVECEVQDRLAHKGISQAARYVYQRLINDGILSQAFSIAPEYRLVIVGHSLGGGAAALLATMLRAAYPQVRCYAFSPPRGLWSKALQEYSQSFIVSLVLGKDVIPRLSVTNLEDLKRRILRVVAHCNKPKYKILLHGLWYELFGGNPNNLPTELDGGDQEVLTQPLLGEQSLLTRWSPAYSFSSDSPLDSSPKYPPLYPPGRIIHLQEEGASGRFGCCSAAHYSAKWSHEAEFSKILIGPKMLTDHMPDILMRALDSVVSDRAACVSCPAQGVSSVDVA
# Tat export inh: E. coli Tat export inhibitors, primary screen, MC4100, TorA-mCherry reporter, fluorescence, single point; actives 0.036% (n = 340,000); inhibition, % at 10 µM;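 active = mean replicate inhibition at least 50% and at least half of replicates individually reaching 50%; inconclusive = only one of the two criteria met; inactive = neither criterion met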;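 note: exported cargo escapes ClpAP degradation while cytoplasmic cargo is degraded and loses fluorescence; 0% = median of neutral control wells and 100% = median of NaSCN control wells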
# CAL PDZ FP: CAL PDZ peptide-binding inhibitors, primary screen, biochemical, fluorescence polarization, Cer-tagged CAL PDZ, HTS | actives 0.02% (n = 330,000) | Golgi-associated PDZ and coiled-coil motif-containing protein (Homo sapiens), Q9HD26 | purified CAL PDZ, TMR-peptide fluorescence polarization, 1 h | inhibition, % at 20 µM;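 active = highest replicate inhibition of at least 40%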;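 note: plate controls were DMSO neutral control wells for no effect and unlabeled competitor peptide control wells for full effect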
#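 Assay system – tagged CAL PDZ protein CerCALP, purified · Timing – 1 h at RT · Compound – single point, 20 µM · Measured by – fluorescence polarization from S- and P-plane intensities, G-factor corrected · Evaluation – inhibition from polarization loss · Probe or stimulus – TMR reporter peptide T*-PRC34 · Buffer or medium – pH 7.4 phosphate-saline buffer, reducing agent, detergent, IgG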
# PvdQ acylase: P. aeruginosa PvdQ acylase inhibitors, primary screen, biochemical, fluorescence, plate reader and imaging, single point | purified PvdQ acylase | actives 0.063% (n = 340,000) | inhibition, % at 10 µM; in the data active = inhibition above about 30%, passing the limit was not always enough; inconclusive = no clear call, values can overlap the other calls;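 note: 0% = vehicle neutral wells and 100% = reference inhibitor wells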
# PfHsp90 set2: growth inhibition of PfHsp90-expressing yeast, primary screen, antimalarial PfHsp90 inhibitor project, S. cerevisiae, BacTiter-Glo luminescence, single point, set 2; inhibition, % at 9.4 µM; AID 504621, 2011; actives 0.32% (n = 310,000); BacTiter-Glo ATP, 48 h; yeast lacking PDR1 and PDR3 efflux regulators;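 active = every replicate shows inhibition above about 80%, whatever the replicate mean, limit read from the data; inconclusive = mean inhibition reaches the set limit but some replicate falls short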;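 note: 0% = DMSO neutral controls and 100% = 20 µM radicicol positive controls; yeast relying on Plasmodium falciparum Hsp90 in place of its own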
# Wnt bcat act: Wnt/beta-catenin pathway activators, primary screen, cell-based, plate reader, single point | Wnt/beta-catenin reporter cell assay, activator | activation, % at 9.35 µM | actives 1.2% (n = 300,000); in the data active = activation above about 30%, passing the limit was not always enough; inconclusive = no clear call, values can overlap the other calls;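 note: 0% = neutral control wells and 100% = positive control wells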
# AddAB inh: growth inhibition of E. coli expressing H. pylori AddAB, primary screen, AddAB inhibitor project, absorbance | inhibition, % at 11.9 µM | actives 0.29% (n = 330,000) | AID 435030, 2010; in the data active = inhibition above about 12%;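 note: 0% = vehicle wells of infected cells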
# The depositor's hits bear a star; u = inconclusive; x = not tested or not shown. Hits appear at their usual frequency; about 1.9% have a hit in one of these screens.
smiles,Rtt109 HAT inh,AddAB inh,E coli growth,Wnt bcat act,phage Ecoli inh,Tat export inh,PfHsp90 set2,DAGLB inhibitor,CAL PDZ FP,PvdQ acylase
CCC1CCCCN1C(=O)CSc1nnc(CNC(=O)c2ccco2)o1 (stereo unspecified),-12,1.1,-3.1,1,-1.9,-3,2,0,-1.9,-14
O=C(/C(=C/O)N=Nc1ccccc1Cl)c1ccccc1,-2,4.1,-1.7,-13,5.0,-5,-15,-3,-0.7,-5
Cn1ccs/c1=N\C(=O)Nc1cccc(Cl)c1,0,1.5,2.8,u,0.2,4,1,1,-3.1,-12
COC(=O)C1=C(C)NC2=C(C(=O)c3ccccc32)C1c1ccc(-c2ccc(C(=O)O)cc2)o1 (stereo unspecified),2,-1.4,1.4,-1,x,3,-8,-2,-3.8,-7
CC1=C(C(N)=O)C(c2ccc(Br)cc2)n2nc(CCCO)nc2N1 (stereo unspecified),-6,3.6,-0.3,12,5.1,-13,-20,-1,-0.7,-9
COC(=O)c1ccccc1NC(=O)c1sc(=S)n(C)c1N,7,1.4,-1.1,x,2.9,-4,-22,-1,-1.8,9
O=C1c2ccccc2NC(c2cccc(F)c2)N1Cc1ccccc1 (stereo unspecified),11,1.0,-0.8,0,0.9,-4,-10,-4,-1.3,-2
CCCOc1ccc(C(C)=O)cc1CSCCC#N,-26,1.9,-0.3,0,1.5,-2,8,0,0.2,-18
CC(=O)/C=C/c1ccc2ccccc2n1,14,2.4,-3.8,x,0.4,-1,-3,-1,-0.8,-2
Cc1ccc(NC(=O)CSc2nnc(-c3cccnc3)o2)c(C)c1,-4,1.5,-1.8,9,5.0,-3,12,0,-0.4,-9
COC(=O)c1ccccc1NC(=O)CN(CCc1ccccc1)S(C)(=O)=O,8,2.8,-0.7,-3,0.5,-1,1,0,-1.3,0
CC(C)C(NS(=O)(=O)c1cccs1)C(=O)Nc1nc(C(C)(C)C)cs1 (stereo unspecified),-2,2.2,-3.4,2,3.3,-2,19,-2,-2.0,-6
COc1ccc(C(C)=O)cc1CN1C(=O)NC(CC(C)C)C1=O (stereo unspecified),4,0.7,-0.6,-1,2.1,4,15,-2,-0.2,-4
CCC(C)[C@H](NC(=O)NCCCc1ccccc1)C(=O)OC (stereo partly specified),2,1.4,-3.4,-2,3.4,-1,1,-1,-0.6,11
CC(=O)N1N=C(c2ccccc2)CC1c1cccc([N+](=O)[O-])c1 (stereo unspecified),-1,0.5,1.2,3,0.8,-7,-2,2,-2.4,-14
COc1ccccc1CNc1ccc2nnc(CCNC(=O)c3ccc(C)cc3)n2n1,2,-0.3,0.4,0,1.3,-22,-11,-1,-2.2,-14
COC(=O)c1cc(C(=O)c2ccc(Cl)cc2Cl)cn1C,3,6.3,-1.3,-3,3.1,-1,-23,-2,-1.0,-12
CCCOc1ncnc2c1[nH]c1ccccc12,0,0.3,-0.6,15,1.6,-6,32,0,-3.5,-13
CC1=CC(C)(C)N(C(=O)CN2C(=O)CCC2=O)c2ccc(C)cc21,1,1.6,0.0,0,0.4,-3,8,1,-0.5,-10
O=C(NC1CC2CCC(C1)N2Cc1ccco1)c1ccccc1 (stereo unspecified),0,3.1,1.6,5,2.9,1,x,2,-3.1,-8
COc1ccc(C2=NN(C(=O)c3ccccc3)C(c3cccc([N+](=O)[O-])c3)C2)cc1 (stereo unspecified),11,0.8,-2.0,28,-1.0,3,-19,-6,-3.2,1
CCOC(=O)C(NC(=O)CC(C)C)(Nc1cc(C)on1)C(F)(F)F (stereo unspecified),-20,1.0,2.0,-1,1.6,-12,x,2,0.3,-9
C#CCOCCOCCOCCNc1nc(OC)nc(N2CCN(C(=O)[C@H](CCC(=O)O)n3cc(C(N)CO)nn3)CC2)n1 (stereo partly specified),0,3.7,2.1,-2,-0.3,-7,10,-1,0.4,-8
O=S(=O)(/N=C(/Nc1cccnc1)c1ccccc1)c1ccc(F)cc1F,5,2.5,2.1,2,0.1,0,9,-1,-0.9,-13
O=C(NCCO)c1ccc2[nH]c3ccccc3c2c1,-3,0.6,0.1,-4,5.2,4,x,-1,-0.7,-9
CCN(CC)C1CC(=O)N(c2cccc(Cl)c2)C1=O (stereo unspecified),5,1.8,0.3,0,1.0,0,126*,0,0.3,12
COCCN1CCn2c(nc3cc(NC(=O)NC4CCCCC4)ccc32)C1,-6,0.4,-0.2,x,2.7,-8,x,2,x,-5
CSc1ccc(S(=O)(=O)N2CCC(C(=O)Nc3ccccc3C(F)(F)F)CC2)cc1,0,1.2,-1.1,-3,2.2,2,-53,1,-2.6,-12
O=C(NCc1cccs1)Nc1cc(Cl)ccc1Cl,2,1.4,-2.1,3,6.7,-5,8,-6,-1.2,7
CC(NC(=O)C(NS(=O)(=O)c1cccc2nsnc12)C(C)C)c1ccccc1 (stereo unspecified),4,-1.1,1.0,x,x,0,9,1,-0.4,-12

# Following part
smiles,Rtt109 HAT inh,AddAB inh,E coli growth,Wnt bcat act,phage Ecoli inh,Tat export inh,PfHsp90 set2,DAGLB inhibitor,CAL PDZ FP,PvdQ acylase
COc1ccc(S(=O)(=O)Nc2ccc(-c3ccc(N4CCCC4)nn3)cc2)cc1C,5,-0.2,-1.6,1,3.1,-9,-11,3,-1.9,-1
FC(F)Oc1ccc(-n2cc(-c3ccc(Cl)cc3)[n+]3c2CCCCC3)cc1,16,4.6,4.3,-1,1.6,-1,4,4,-0.4,-12
Cc1c(C(=O)N2CCC(C(N)=O)CC2)sc(N)c1C#N,7,1.8,-3.2,0,0.6,-4,39,6,-4.9,-6
COc1ccc(CNC(=O)CN2C(=O)CSc3ccc(S(=O)(=O)N4CCCCC4)cc32)cc1,1,5.5,-0.2,0,3.8,-7,-9,2,-1.0,-12
CCCc1[nH]nc2c1C(c1ccc(OC)cc1OC)C(C#N)=C(N)O2 (stereo unspecified),7,2.1,1.9,0,-1.5,-1,-4,2,0.2,-12
CC(C)Oc1ccc(CCC(=O)NNC(=S)Nc2ccccc2)cc1,-1,4.9,-2.4,1,1.5,6,-70,-2,-2.2,-7
COc1ccccc1C(=O)N=c1sc2c(C)ccc(OC)c2n1C,3,-0.9,-1.5,23,0.0,-4,13,-2,-1.0,4
CC(=O)Nc1ccc(C(=O)COC(=O)C2CC2C)c(F)c1 (stereo unspecified),1,x,x,42*,1.2,4,-1,0,-0.3,-9
O=[N+]([O-])c1c(-c2cn[nH]c2)n[nH]c1-c1cn[nH]c1,1,-1.0,-2.1,23,2.5,-4,4,-1,-4.5,-11
CCC(=O)Nc1ccc(OCc2nnc3c4ccccc4c(C)nn23)cc1,0,-0.3,-3.8,-3,2.8,8,x,-1,-3.7,-19
Cc1ccc(C(=O)/C=C/NCc2ccc(F)cc2)cc1,0,3.4,0.7,7,2.1,-15,10,-2,-1.2,9
CCOc1cc(-c2nc3ccccc3s2)ccc1O,-1,0.2,0.0,26,1.1,7,-32,-4,0.5,7
COc1ccc2c(c1)C(c1ccc(Cl)cc1)NC(=O)C2 (stereo unspecified),5,2.1,1.8,4,1.4,-6,-6,-2,-0.9,3
COc1c2c(cc(O)c1C(C)=O)OC(C)(C)C=C2,-9,x,x,-5,3.7,4,6,-10,-0.1,7
CCc1ccc(/C=C2/SC(N3CCOCC3)=NC2=O)cc1,-2,0.9,2.5,9,5.0,0,1,-2,-2.1,-13
Cc1cc(OCC(=O)Nc2ccc3c(c2)OCCO3)ccc1Cl,7,2.1,-1.0,1,3.7,3,-3,-16,x,9

# Looked up above.
# In DAGLB inhibitor, O=C(/C(=C/O)N=Nc1ccccc1Cl)c1ccccc1 is listed with -3
# In E coli growth, COc1ccccc1CNc1ccc2nnc(CCNC(=O)c3ccc(C)cc3)n2n1 is listed with 0.4

# Ten entries from above, ordered by molecular weight, highest first:
smiles,Rtt109 HAT inh,AddAB inh,E coli growth,Wnt bcat act,phage Ecoli inh,Tat export inh,PfHsp90 set2,DAGLB inhibitor,CAL PDZ FP,PvdQ acylase
COc1ccc(S(=O)(=O)Nc2ccc(-c3ccc(N4CCCC4)nn3)cc2)cc1C,5,-0.2,-1.6,1,3.1,-9,-11,3,-1.9,-1
COc1ccccc1C(=O)N=c1sc2c(C)ccc(OC)c2n1C,3,-0.9,-1.5,23,0.0,-4,13,-2,-1.0,4
CCCc1[nH]nc2c1C(c1ccc(OC)cc1OC)C(C#N)=C(N)O2 (stereo unspecified),7,2.1,1.9,0,-1.5,-1,-4,2,0.2,-12
CCc1ccc(/C=C2/SC(N3CCOCC3)=NC2=O)cc1,-2,0.9,2.5,9,5.0,0,1,-2,-2.1,-13
CC(=O)Nc1ccc(C(=O)COC(=O)C2CC2C)c(F)c1 (stereo unspecified),1,x,x,42*,1.2,4,-1,0,-0.3,-9
COc1ccc2c(c1)C(c1ccc(Cl)cc1)NC(=O)C2 (stereo unspecified),5,2.1,1.8,4,1.4,-6,-6,-2,-0.9,3
CCOc1cc(-c2nc3ccccc3s2)ccc1O,-1,0.2,0.0,26,1.1,7,-32,-4,0.5,7
Cc1ccc(C(=O)/C=C/NCc2ccc(F)cc2)cc1,0,3.4,0.7,7,2.1,-15,10,-2,-1.2,9
COc1c2c(cc(O)c1C(C)=O)OC(C)(C)C=C2,-9,x,x,-5,3.7,4,6,-10,-0.1,7
O=[N+]([O-])c1c(-c2cn[nH]c2)n[nH]c1-c1cn[nH]c1,1,-1.0,-2.1,23,2.5,-4,4,-1,-4.5,-11
